Screens deposited in PubChem by several laboratories.
S1P2 ag = S1P2 (human) receptor agonism | 97,000 compounds, 0.46% hits | S1P2-expressing cell line, agonist reporter read-out | activation, % at 4.5 µM; in the data active = activation above about 16%;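 also: 0% = vehicle low control and 100% = maximal reference agonist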
Target sequence (O95136 whole entry, looked up): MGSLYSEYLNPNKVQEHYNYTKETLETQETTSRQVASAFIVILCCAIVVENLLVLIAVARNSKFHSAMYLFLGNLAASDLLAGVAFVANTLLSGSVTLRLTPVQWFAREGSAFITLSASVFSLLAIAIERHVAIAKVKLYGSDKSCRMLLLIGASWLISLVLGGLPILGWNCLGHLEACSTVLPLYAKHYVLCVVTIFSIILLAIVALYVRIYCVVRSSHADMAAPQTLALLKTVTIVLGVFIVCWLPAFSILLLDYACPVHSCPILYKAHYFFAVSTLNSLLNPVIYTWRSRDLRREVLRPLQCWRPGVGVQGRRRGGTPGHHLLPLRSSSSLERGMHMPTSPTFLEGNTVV
S1P2 blocker = antagonists of human S1P2 receptor | 97,000 compounds, 0.21% hits | inhibition, % at 5 µM | cell-based S1P2 antagonist assay, inhibition at 5 uM; in the data active = inhibition above about 45%;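 also: CRE beta-lactamase reporter cells expressing human S1P2 stimulated with S1P; 0% = agonist at EC80 alone and 100% = agonist plus reference antagonist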
HUVEC inhibit = human endothelial cell proliferation inhibition. 86,000 compounds, 1.1% hits. HUVEC proliferation, CellTiter-Glo luminescence, 72 h; stronger effect = lower value. AID 648. viability, % at 10 µM (by protocol);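 active = viability at or below 30%; inactive = viability above 30%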;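 also: 100% = median luminescence of DMSO-only cell control wells on each plate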
PostGolgi yeast = growth inhibition of a yeast mutant, post-Golgi transport screen; post-Golgi transport phenotypic cell assay; inhibition, % at 10 µM; 98,000 compounds, 0.9% hits;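 also: yeast cells grown in 1536-well plates; yeast grown about 18 h at 30C before absorbance read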
Ecoli WT expand = E. coli BW25113 growth inhibition, expanded screen; OD600 absorbance; growth inhibition, % at 100 µM; 98,000 compounds, 0.15% hits; AID 710;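 active = growth inhibition above about 50% at one test dose, limit read from the data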;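 also: growth measured after 20 h incubation at 37 °C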
PostGolgi ctrl = inhibits growth of the yeast control strain; efflux-deficient yeast background strain, growth absorbance A615, 16 h; inhibition, % at 10 µM; 98,000 compounds, 5% hits
H69AR growth 86K = blocks growth of human H69AR lung tumor cells | H69AR lung tumor viability, ATP luminescence, 72 h; stronger effect = lower value | viability, % at 10 µM | 85,000 compounds, 6% hits | AID 598;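 active = viability at or below 40%; inactive = viability above 40%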;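 also: multidrug resistant small cell line overexpressing MRP-1 efflux transporter; 100% = mean luminescence of untreated control wells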
DAT uptake mod = changed human dopamine transporter uptake under cocaine IC80 | Q01959 | LLC-PK1 hDAT cells, [14C]-dopamine uptake with cocaine IC80; actives deviate in either direction | B-score at 10 µM | 110,000 compounds, 1.3% hits | AID 449768;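 active = Z score or B-score, a plate-position-corrected score, falls beyond the plate's 99.7% confidence bounds, in either direction; inactive = both scores lie inside the 99.7% bounds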;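 also: scored against the spread of the other compound wells on the same plate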
Target sequence (Q01959 whole entry, looked up): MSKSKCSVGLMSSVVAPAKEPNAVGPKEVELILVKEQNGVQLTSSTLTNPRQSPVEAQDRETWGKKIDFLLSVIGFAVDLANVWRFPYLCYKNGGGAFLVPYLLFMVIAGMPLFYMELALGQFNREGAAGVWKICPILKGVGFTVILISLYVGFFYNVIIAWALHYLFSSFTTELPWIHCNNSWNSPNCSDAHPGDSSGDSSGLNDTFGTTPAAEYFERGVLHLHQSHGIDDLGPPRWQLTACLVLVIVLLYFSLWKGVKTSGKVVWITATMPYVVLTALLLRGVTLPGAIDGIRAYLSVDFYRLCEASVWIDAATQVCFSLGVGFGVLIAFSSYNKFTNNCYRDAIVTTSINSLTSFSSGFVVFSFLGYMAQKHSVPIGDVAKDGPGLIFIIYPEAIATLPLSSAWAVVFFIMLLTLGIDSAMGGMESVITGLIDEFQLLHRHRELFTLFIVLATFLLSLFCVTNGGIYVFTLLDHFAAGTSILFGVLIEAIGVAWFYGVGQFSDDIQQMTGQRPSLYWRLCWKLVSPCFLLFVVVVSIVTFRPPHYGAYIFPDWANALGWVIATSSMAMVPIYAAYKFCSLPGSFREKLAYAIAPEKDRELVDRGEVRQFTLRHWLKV
Fibroblast inh = blocks proliferation of human lung fibroblasts | LL 47 human lung fibroblast viability, ATP luminescence; stronger effect = lower value | viability, % at 10 µM | 85,000 compounds, 1.1% hits | AID 719;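 active = viability at or below 50% in the single dose screen; inactive = viability above 50%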;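 also: compound exposure lasted 72 h before the ATP readout; 100% = median luminescence of untreated cell-only wells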
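Benchmarks: Cell-only wells, no compound | Test system: LL 47 human lung fibroblasts, passage 12 or lower | Input: 1,150 cells/well | Measured by: CellTiter-Glo luminescence measuring cellular ATP | Medium: IMEM, 15% FBS supplement | Schedule: Overnight attachment after seeding, then 72 h compound exposure at 37 °C | Doses: Compound addition at 0.1% DMSO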
* hit, by the source's call; · = not tested or not shown. Rule as the data show it, unless noted: active = inhibition above about 30%; inactive = the rest.

SMILES	S1P2 ag	S1P2 blocker	HUVEC inhibit	PostGolgi yeast	Ecoli WT expand	PostGolgi ctrl	H69AR growth 86K	DAT uptake mod	Fibroblast inh
Cc1ccc(S(=O)(=O)N2CCN(C(=O)c3cccc(F)c3)CC2)cc1	-3	-5	119	2	1	-5	86	0.77	100
CC1(C(=O)O)CCC(C(=O)Nc2ccccc2)C1(C)C (configuration not stated)	-1	9	91	-1	-18	0	95	0.11	93
CCN(CC)C(=O)c1cc2c(=O)n3ccccc3nc2s1	2	-18	95	-10	2	16	94	0.0012	90
CC1(C(=O)NC2CCCCCCC2)CC1(Cl)Cl (configuration not stated)	-16	5	·	-8	1	5	·	-0.03	·
Cn1nnnc1SCC(=O)Nc1ccccc1Cl	-9	8	84	-2	0	4	95	0.74	·
O=C(CSc1nc2c(c(=O)n1-c1ccc(Br)cc1)SCC2)Nc1nccs1	-4	6	65	-22	-4	6	36*	0.41	86
COc1ccc(N2CCN(CCCNC(=O)CC3Oc4ccc(C)cc4NC3=O)CC2)cc1 (configuration not stated)	·	·	96	7	6	-2	89	0.052	100
Cc1ccccc1CN1CCN(CC2CC3C=CC2C3)CC1 (configuration not stated)	-6	-2	·	-5	2	7	·	-0.024	·
CCOc1nc(-c2ccccc2Cl)ccc1C#N	-3	-24	·	14	6	6	·	-0.78	·
Cc1ccccc1S(=O)(=O)NNC(=O)C(=O)NNc1ccccn1	-4	5	·	-5	28	-7	·	·	·
O=C(COC(=O)CC12CC3CC(CC(C3)C1)C2)Nc1ncc(Cl)cc1Cl	-4	-4	95	-3	-8	37*	90	1.4	101
Cc1cc(C)n2nc(CCc3ccccc3)nc2n1	-2	20	102	16	-3	5	100	-0.067	105

Pulled one by one from the list above (two):
SMILES	S1P2 ag	S1P2 blocker	HUVEC inhibit	PostGolgi yeast	Ecoli WT expand	PostGolgi ctrl	H69AR growth 86K	DAT uptake mod	Fibroblast inh
CCOc1nc(-c2ccccc2Cl)ccc1C#N	-3	-24	·	14	6	6	·	-0.78	·
CC1(C(=O)O)CCC(C(=O)Nc2ccccc2)C1(C)C (configuration not stated)	-1	9	91	-1	-18	0	95	0.11	93

(further entries)
SMILES	S1P2 ag	S1P2 blocker	HUVEC inhibit	PostGolgi yeast	Ecoli WT expand	PostGolgi ctrl	H69AR growth 86K	DAT uptake mod	Fibroblast inh
CC1(C)CC(=O)C2=C(C1)Oc1nc3ccccc3cc1C2C(C#N)C#N (configuration not stated)	-7	36	50	-6	-3	9	1.6*	-0.41	17*
c1ccc(CC2CCN(C3=Nc4cccc5cccc3c45)CC2)cc1	-4	21	7.2*	5	0	12	26*	·	77
Cc1c(C(=O)Nc2ccc(OC(F)(F)F)cc2)sc2nc3n(c(=O)c12)CCC3	-4	58*	·	1	-12	20	·	0.31	·
CN(C)c1ccc(CNn2cnnc2SCc2ccccc2F)cc1	-7	-30	104	6	-1	5	83	1.7	93
Cc1ccc(C)n1-c1ccc(C(=O)N2CCOCC2)cc1	-4	7	105	3	5	4	88	-0.66	88
CCOC(=O)c1ccc(Nc2ncnc3nc[nH]c23)cc1	-2	-20	95	7	-2	1	81	-0.09	104
CCOC(=O)N1CCC(NC(=O)CCN2C(=O)C3C4C=CC(C4)C3C2=O)CC1 (configuration not stated)	·	·	101	1	-3	0	98	0.018	106
Cn1c(N)c(C(=O)COC(=O)C2CCCCC2)c(=O)n(C)c1=O	-7	-2	88	20	2	-7	90	0.069	94
COc1ccc(NC(=O)CCNS(=O)(=O)c2ccc(Br)s2)cc1	-5	-14	·	0	6	12	·	-0.64	·
COC(=O)c1c(NC(=O)CC2SCC(C(=O)OC)NC2=O)sc2c1CCCC2 (configuration not stated)	1	-1	107	-7	-9	4	93	1.5	99
CCOc1cccc(-c2nnc3sc(C4CCCCC4)nn23)c1	-4	8	71	-3	-13	33*	44	1.9	96
CCOc1cccc2cc(C(=O)Nc3nccs3)c(=O)oc12	-1	-1	·	5	7	22	·	-1.2	·
C#CCSc1nnc(-c2ccc(C)cc2)o1	-7	-5	105	·	·	·	49	0.082	83
COc1ccc(OC)c(-c2nc3c(C)n[nH]c(=O)c3[nH]2)c1	-9	-17	·	0	3	5	·	0.14	·
COc1ccc(Cn2c(C)c(C)c(C#N)c2NC(=O)Nc2ccc(F)cc2)cc1	-6	12	83	-4	-8	-1	42	0.39	99
CC(=O)NC1C(=O)N(CCc2ccccc2)c2ccc(Br)cc21 (configuration not stated)	-6	-2	102	1	-4	23	109	·	104
C=C(C)C1Cc2c(C)nn(-c3cc(C)c4ccccc4n3)c2C1 (configuration not stated)	-1	-5	92	·	·	·	82	·	96
COc1cccc(-c2nnc(NC(=O)Cc3cccs3)s2)c1	-8	-13	105	-6	-12	-6	91	-0.32	100
CC(C)CCn1c(SCC(=O)OCn2nnc3ccccc3c2=O)nc2ccccc2c1=O	-3	-3	·	-2	-2	19	·	0.15	·
Cc1ccc(-n2nnc3c(=O)oc4ccccc4c32)cc1	-4	8	108	-4	-11	20	106	-0.54	97
COc1cc(C(=O)Nc2nc3ccc(S(=O)(=O)N4CCOCC4)cc3s2)cc(OC)c1OC	1	-22	73	0	3	4	69	0.56	103
O=C(c1ccco1)N1CCN(C(=O)c2cc(-c3ccccn3)nc3ccc(Cl)cc23)CC1	-1	-10	86	12	2	14	38*	-0.78	98
CCc1ccccc1NS(=O)(=O)c1cc(C)ccc1OC	-7	-12	91	-1	2	29	156	-0.64	93
COCCSc1nnc(NC(=O)CSCc2ccccc2)s1	-2	-1	101	-9	-3	3	97	-1.2	99
O=C(O)CN=C1NC2(CCCCC2)Cc2ccccc21	-7	-23	91	·	·	·	91	-1.7	105
Cc1cc(NC(=O)CSc2nnc(-c3ccccc3)n2Cc2ccco2)no1	-5	18	97	-3	-2	-3	101	0.79	101
CCc1nnc(NC(=O)c2ccc(Cl)c(S(=O)(=O)N3CCc4ccccc43)c2)s1	-2	1	·	-4	3	2	·	1.3	·
COc1cc2c(cc1OC)C1(CCCC1)C(N)=C2C#N	-2	-23	83	7	3	15	·	0.15	73
CCCCCn1c(SCCC(C)C)nc2c1c(=O)[nH]c(=O)n2C	0	-7	94	1	0	35*	83	0.0068	92
Clc1ccc(-n2ncc3c(NCc4cccs4)ncnc32)cc1	-5	-27	87	-2	-7	-13	41	-0.81	34*
CCOC1Cc2ccccc2N(C(N)=O)c2ccccc21 (configuration not stated)	-3	-9	93	1	3	-3	105	-0.024	101
CN(C)S(=O)(=O)c1ccc(C(=O)NCCSc2ccccc2)cc1	-5	-19	·	8	-2	-2	·	1.1	·
Cc1cc(C(=O)NC2CCCC2)on1	·	·	100	7	3	2	91	-0.89	105
COC(=O)c1ccccc1NC(=O)C12CCC(C)(C(=O)O1)C2(C)C (configuration not stated)	-1	-20	89	-4	2	10	77	-0.95	100
CCOc1ccc(-c2onc(C(F)(F)F)c2-c2cscn2)c(O)c1	-1	-4	·	-7	-18	3	·	1.1	·
O=C(CSc1nnnn1C1CCCCC1)NCc1ccc2c(c1)OCO2	-3	1	94	-1	4	4	86	0.88	94
COC(=O)c1cccc(Nc2nc3ccccc3nc2C)c1	-4	11	65	16	-6	53*	41	1.6	93
CCCN(c1ccc(OCC)cc1)c1ncnc2nc[nH]c12	·	·	87	-8	4	10	89	1.5	93
CCOC(=O)c1c(-c2ccccc2)nc2ccc(Cl)cn12	-1	-15	·	-6	-12	28	·	0.26	·
O/N=C\c1cccn1-c1ccc(Br)cc1	-5	-14	94	-26	19	9	48	-0.2	102
CS(=O)(=O)N1CCC(C(=O)Nc2cccc(C(F)(F)F)c2)CC1	·	·	100	-6	-1	-3	86	0.98	107
O=C(O)CCC(=O)NCCn1c(-c2ccccc2)csc1=Nc1ccccc1	1	-16	97	9	4	11	91	0.25	114
CCOC(=O)c1c(N)sn(-c2ccccc2)c1=S	2	-23	116	6	-2	2	95	-0.31	106
CCCn1c(SCC(N)=O)nnc1-c1ccco1	·	·	92	-1	7	4	106	-0.56	·
CCc1ccccc1NC(=O)/C(C#N)=C\c1ccc(Sc2ccccc2)o1	-1	25	·	-12	-37	16	·	-0.32	·
COC(=O)c1cc(NC(=O)Nc2cccc(Cl)c2)ccc1Cl	-6	-1	·	25	2	41*	·	-0.52	·
CCn1c(SCC(=O)NCCc2ccccc2)nnc1-c1cccs1	-4	17	105	8	0	9	87	0.22	95
CCOC(=O)/C(=C/c1c[nH]c2ccccc12)NC(C)=O	-4	22	·	-5	24	11	·	-0.67	·

Sorted by the number under S1P2 blocker (highest first): some entries from above.
Structure | S1P2 blocker
COC(=O)c1cc(NC(=O)Nc2cccc(Cl)c2)ccc1Cl | -1
CCOC(=O)c1c(-c2ccccc2)nc2ccc(Cl)cn12 | -15
CCOC(=O)c1c(N)sn(-c2ccccc2)c1=S | -23

(listing goes on)
SMILES	S1P2 ag	S1P2 blocker	HUVEC inhibit	PostGolgi yeast	Ecoli WT expand	PostGolgi ctrl	H69AR growth 86K	DAT uptake mod	Fibroblast inh
COc1ccc(CN2C(=O)CCC2(C)C(=O)NC2CCCCC2)c(OC)c1 (configuration not stated)	-1	9	101	10	-6	11	98	-0.014	94
O=C(CCCn1c(=O)c2sccc2n(Cc2cc(=O)n3ccccc3n2)c1=O)NCc1ccco1	·	·	·	-1	1	-5	·	-0.51	·
CCOC(=O)c1sc2nccc(N(C)C)c2c1N=CN(C)C	-2	-2	87	-1	-9	9	92	-0.027	102
C#CCn1c(=NC(=O)c2ccc(Br)s2)sc2cccc(OC)c21	-6	-2	55	7	-5	7	2.6*	0.77	38*
Cc1nn(-c2ccc(C(F)(F)F)cn2)c(C)c1Oc1ccccc1O	3	-11	78	-9	-5	13	64	0.034	90
CC(CO)Nc1nc(SCc2ccccc2)nc2sc3c(c12)CCC3 (configuration not stated)	-1	-1	74	1	-15	50*	74	-0.081	80
CCN(CC)CCNC(=O)Cc1nn(CC)c(=O)c2ccccc12	-1	13	113	-4	-2	3	108	-0.32	97
CCOC(=O)c1ccc2c(c1)n(CCO)c(C)[n+]2CC	-2	3	96	-5	5	-6	98	-0.35	101
Cc1cccc(C)c1N(CC(=O)Nc1cc(Cl)ccc1Oc1ccccc1)S(C)(=O)=O	-9	1	·	3	-13	50*	·	-0.45	·
CC(=O)Nc1ccc(OCC=C(Cl)Cl)cc1	-4	19	91	4	12	9	102	0.42	99
CCCCOc1ccc(OCCNS(=O)(=O)N(C)C)cc1	-3	9	99	27	2	-2	85	1.4	93
CC(=O)Nc1ccccc1-c1nc2ccccc2nc1OCC(=O)c1ccc(Br)cc1	-4	-14	·	0	-13	2	·	-0.19	·
CC1CC(C)(C)NC(=S)S1 (configuration not stated)	-4	7	103	6	-3	0	102	0.74	116
O=C(NCC(=O)N(c1ccccc1)C(C(=O)NC1CCCC1)c1ccncc1)c1ccco1 (configuration not stated)	-7	0	94	·	·	·	97	-0.48	92
Cc1ccc(S(=O)(=O)ON=C2CCN(S(=O)(=O)c3ccccc3)CC2)cc1	-5	9	·	16	5	6	·	-0.0044	·
COc1ccc(N2C(=O)CSC23C(=O)N2CCCc4cccc3c42)cc1 (configuration not stated)	0	12	92	11	-5	-9	94	0.7	96
CCOc1cc2[nH]c(=O)n(Cc3ccccc3)c(=O)c2cc1OCC	-3	-25	104	5	-7	-5	78	-0.38	98
CN1CCN(Cc2c(O)ccc3c2oc(=O)c2ccccc23)CC1	·	·	87	-9	13	8	87	-0.62	96
Cc1ccccc1C(=O)c1cccn1CC(=O)NCc1ccco1	-8	2	89	3	-2	11	90	0.019	96
CC1CC1C(=O)Nc1nc(-c2ccccn2)cs1 (configuration not stated)	-9	6	83	-16	20	7	79	0.096	88
O=C(O)/C=C\C(=O)NCc1ccccc1	-8	-2	·	12	-9	-5	·	0.35	·
Cc1ccc(-c2c3c(=O)n(C)c(=O)n(C)c3cn2-c2ccccc2O)cc1	·	·	97	1	-6	1	96	0.15	103
